Compound activity: PubChem, National Center for Advancing Translational Sciences (NCATS)
EPAC2 agonist – EPAC2 (human) agonism | Potency, µM (titrated, usually from 154 µM), for inactives: top-dose activation, usual class: activators | EPAC2 activation, biochemical qHTS; response scale: 100% = 6.5 mM cAMP response | AID 720711 | 0.079% of 360,000 active; further: potency means the concentration at half of the fitted maximal effect; nearly all actives have a fitted effect of over 50% in size
Target sequence (Q8WZA2 whole entry, looked up): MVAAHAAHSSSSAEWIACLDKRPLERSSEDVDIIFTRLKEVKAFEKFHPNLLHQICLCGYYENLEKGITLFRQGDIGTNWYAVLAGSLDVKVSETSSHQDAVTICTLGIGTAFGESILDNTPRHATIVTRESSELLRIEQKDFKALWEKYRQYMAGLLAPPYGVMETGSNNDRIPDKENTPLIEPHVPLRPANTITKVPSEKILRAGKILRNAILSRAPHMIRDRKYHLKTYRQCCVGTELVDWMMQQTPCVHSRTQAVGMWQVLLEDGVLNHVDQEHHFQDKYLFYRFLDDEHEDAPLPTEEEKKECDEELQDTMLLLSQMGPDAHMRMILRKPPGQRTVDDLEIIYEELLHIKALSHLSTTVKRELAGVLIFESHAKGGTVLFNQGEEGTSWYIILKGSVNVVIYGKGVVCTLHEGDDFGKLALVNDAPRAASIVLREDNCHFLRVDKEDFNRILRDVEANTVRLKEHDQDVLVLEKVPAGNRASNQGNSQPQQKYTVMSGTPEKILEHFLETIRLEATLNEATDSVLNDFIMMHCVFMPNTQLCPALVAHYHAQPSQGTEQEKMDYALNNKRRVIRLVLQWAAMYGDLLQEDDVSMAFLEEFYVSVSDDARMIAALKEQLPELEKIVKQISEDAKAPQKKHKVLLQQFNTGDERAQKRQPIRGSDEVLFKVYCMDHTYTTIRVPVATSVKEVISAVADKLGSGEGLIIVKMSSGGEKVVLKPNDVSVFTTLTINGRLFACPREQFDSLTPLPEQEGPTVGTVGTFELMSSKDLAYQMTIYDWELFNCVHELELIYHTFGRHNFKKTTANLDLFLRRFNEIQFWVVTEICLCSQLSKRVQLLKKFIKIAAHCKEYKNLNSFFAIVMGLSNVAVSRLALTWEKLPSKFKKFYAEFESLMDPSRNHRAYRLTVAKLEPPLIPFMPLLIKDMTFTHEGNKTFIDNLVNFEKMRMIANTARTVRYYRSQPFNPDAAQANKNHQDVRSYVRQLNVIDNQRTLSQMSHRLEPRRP
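Nucleotide exchange monitored as fluorescence drop when BODIPY-GDP leaves Rap1B. Reaction: 100 nM EPAC2, 250 nM RAP1B-BODIPY-GDP, 50 uM GDP, room temperature, kinetic read over 30 min. Activity expressed relative to 6.5 mM cAMP.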
Akt phos inh – inhibitors of Akt phosphorylation. 0.32% of 360,000 active. Neuro2A IGF-stimulated pAkt S473 HTRF, 20 min; stronger effect = lower value. activity change, % for hits at 50 µM; in the data active means activity change below about -80%; inconclusive means mostly about -51% to -80%; further: on the % scale 0 is the no-effect control and ±100 the full control effect
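Neuro2A cells in DMEM with 0.5% FBS, overnight at 37 deg C, given compound at single 50 µM final, then IGF (6 nM final) for 20 min at 37 deg C. Lysed; phospho-Akt Ser473 by HTRF after 24 h, 665/615 ratio.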
D3 antag – blocks the human D3 dopamine receptor; max response, negative = inhibition, %; D3R cells, DiscoveRx beta-arrestin luminescence, antagonist mode; stronger effect = lower value; AID 652054; 2.5% of 360,000 active; P35462; in the data active means max response below about -50%; inconclusive means no clear call, values can overlap the other calls; further: on the % scale 0 is the no-effect control and ±100 the full control effect; mostly tested at two doses, the higher about 12 µM
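Cells plated overnight at 1500 cells/well, then exposed to library compounds with dopamine controls for 90 minutes at 37 degrees C. DiscoveRx reagent added for 30–60 minutes at room temperature; luminescence read, quantitative HTS format.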
CCT modulator – cytosolic chaperonin activity modulation | 0.3% of 360,000 active | activity change, % (test concentration not listed), hits read low | purified chaperonin ATPase assay, HTRF ADP detection, 30 min; in the data active means activity change below about -30%; further: on the % scale 0 is the no-effect control and ±100 the full control effect
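TRiC (40 or 20 nM final, by batch activity) in 30 mM Tris pH 7.4, 100 mM KCl, 5 mM MgCl2, 1 mM DTT was treated with compound at 76 uM single dose, then 10 uM ATP, 30 min at 37 °C. ADP was read by HTRF Transcreener.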
EPAC2 antagonist – antagonists of human EPAC2; Q8WZA2; EPAC2 GEF exchange of Rap1B-BODIPY-GDP, fluorescence; Potency, µM (highest dose often 114 µM), for the others: at the highest dose activity, negative = inhibition, usual class: inhibitors; 0.18% of 360,000 active; AID 720708; further: potency means the concentration at half of the fitted maximal effect; on the % scale 0 is the no-effect control and ±100 the full control effect; nearly all actives have a fitted effect of over 45% in size; many of its hits are not listed in these tables
PTHR1 agonist – agonists of human PTHR1 parathyroid hormone receptor; Q03431; AID 743266; HEK293 GP2 PTHR1 cells, GloSensor cAMP luminescence, 1 h; 0.075% of 410,000 active; Potency, µM (doses to about 115 µM), for inactives: top-dose activation, hits mostly activators; further: potency means the concentration at half of the fitted maximal effect; nearly all actives have a fitted effect of over 55% in size; some results filed as inactive show a strong effect at the top dose; inactives centre near -15; many of its hits are not listed in these tables
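HEK-293-derived GP2 cells expressing PTHR1 and a GloSensor cAMP reporter, 3,000/well, plated overnight, given luciferin plus IBMX (each 0.5 mM as added) for 1 h at 37 °C, then compound for 1 h at 37 °C. Luminescence was read after 15 min at room temperature.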
Mm-Cpn inhibitor – blocks the Methanococcus maripaludis chaperonin Mm-Cpn. purified Mm-Cpn ATPase, ADP Transcreener TR-FRET. Potency, µM (highest dose often 76.9 µM), inactives show top-dose activity, negative = inhibition, usual class: inhibitors. 0.031% of 330,000 active. AID 504842; further: potency means the concentration at half of the fitted maximal effect; on the % scale 0 is the no-effect control and ±100 the full control effect; nearly all actives have a fitted effect of over 80% in size
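Purified archaeal chaperonin (25 nM final) was preincubated with compound for 10 min at 37°C, then ATP (10 uM final) was added for 30 min at 37°C in Tris pH 7.4/KCl/MgCl2/DTT buffer. ADP was quantified by HTRF Transcreener TR-FRET.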
DRD3 agonist – activates the human D3 dopamine receptor; max activation, %; AID 652048; 0.58% of 410,000 active; D3R DiscoveRx beta-arrestin cells, luminescence, 90 min; in the data active means max activation above about 30%; further: 0% is about no effect; mostly tested at two doses, the higher about 12 µM
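Cells at 1500/well, incubated overnight, then treated with pinned compounds (dopamine as control) for 90 min at 37 degrees C. DiscoveRx reagent added for 30 - 60 minutes at room temperature; luminescence read.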
Active calls of the source: *; i = inactive; ? = inconclusive; nt = not tested or not shown; [ ] = another dose, or the depositor's remark. Unless noted, the call rests on the fitted dose curve; in most records, active means well fitted curve in the direction sought with a large enough effect; inconclusive means small, poorly fitted or top-dose-only effect, or another doubt; inactive means no such curve, though single readings can be large; an effect the other way counts as inactive or inconclusive. Not all compounds are listed; the hit share may differ from the screen's.

SMILES	EPAC2 agonist	Akt phos inh	D3 antag	CCT modulator	EPAC2 antagonist	PTHR1 agonist	Mm-Cpn inhibitor	DRD3 agonist
O=C(Nc1ccccc1)Nc1ccccc1NS(=O)(=O)c1cccs1	-2.6%	i	1.6	2.0	8.6%	-25.5%	0.9%	10.9
CCOCCCNC(=O)C(c1ccc(Cl)cc1)N(Cc1cccs1)C(=O)c1ccccn1 (stereo not given)	-4.0%	i	34.9	0.2	-7.9%	-3.5%	1.1%	1.6
Cc1ccc(NC(=O)c2ccsc2)cc1NS(C)(=O)=O	-3.8%	i	9.9	1.9	4.8%	-3.3%	0.3%	0.8
CC1CCN(C(=O)Cn2cc(C#N)c3ccccc32)CC1	11.5%	i	0.0	-4.1	-1.1%	-44.0%[inhibitor][57.5 µM]	0.1%	-0.4
NC(=NCCc1ccc(Cl)cc1)NS(=O)(=O)c1ccc(F)cc1	-1.5%	i	12.5	1.1	-0.6%	-29.4%	0.2%	1.9
CCCS(=O)(=O)N1CCN(C(=O)COc2ccccc2)CC1	8.9%	i	-19.9	0.3	-3.7%	i	0.5%	34.1*
O=C(NCCCn1ccnc1)c1ccc2c(c1)OCCO2	12.9%	i	27.3	-3.3	-3.6%	-20.1%	-0.7%	0.5
O=C(CCN1C(=O)/C(=C/c2ccc(Cl)cc2)SC1=S)Nc1cccnc1	4.7%	i	-15.9	-0.6	-3.9%	i	-0.8%	-5.6
O=C1CCCc2nc(N3CCN(Cc4ccccc4)CC3)ncc21	-5.2%	i	12.5	-3.6	-1.6%	i	0.6%	-42.0
c1ccc(CN2CCN(C(c3ccccc3)c3ccccc3)CC2)cc1	2.5%	i	-70.0*	-1.9	5.9%	i	-0.5%	-10.9
CCOC(=O)c1c2c(n(Cc3ccccc3)c1C)C(=O)C(=O)c1ccccc1-2	-0.5%	i	21.1	-1.0	-0.8%	-28.1%	nt	3.6
NS(=O)(=O)c1ccc(CCN2C(=O)/C(=C\c3ccc(Cl)cc3)SC2=S)cc1	8.0%	i	-15.4	-0.2	-2.1%	-37.3%[inhibitor]	4.1%	1.4
CCSc1nnc(Cc2cc(=O)[nH]c(=O)[nH]2)n1-c1ccc(F)cc1	10.2%	i	3.8	2.9	-1.1%	-4.3%	0.2%	1.6
COC(=O)c1ccc(OCC(=O)c2ccccc2OC)cc1	2.0%	i	48.0	0.0	-6.2%[57.1 µM]	i	0.1%	1.2
CCOC(=O)N1CCN(C(=O)CN2C(=O)CC(C)(C)S(=O)(=O)c3ccccc32)CC1	3.1%	i	10.0	3.0	9.3%	-0.5%[57.5 µM]	0.4%	6.1

2 records picked at random from the list so far:
SMILES	EPAC2 agonist	Akt phos inh	D3 antag	CCT modulator	EPAC2 antagonist	PTHR1 agonist	Mm-Cpn inhibitor	DRD3 agonist
O=C(NCCCn1ccnc1)c1ccc2c(c1)OCCO2	12.9%	i	27.3	-3.3	-3.6%	-20.1%	-0.7%	0.5
O=C(CCN1C(=O)/C(=C/c2ccc(Cl)cc2)SC1=S)Nc1cccnc1	4.7%	i	-15.9	-0.6	-3.9%	i	-0.8%	-5.6

More compounds follow:
SMILES	EPAC2 agonist	Akt phos inh	D3 antag	CCT modulator	EPAC2 antagonist	PTHR1 agonist	Mm-Cpn inhibitor	DRD3 agonist
Cc1ccc2cc(CN(Cc3nnnn3C3CCCCC3)CC3CCCO3)c(=O)[nH]c2c1 (stereo not given)	1.6%	i	-15.1	-0.4	-1.1%	6.7%[57.5 µM]	2.6%	-5.9
O=C(c1cc(-c2cccnc2)nc2ccc(Br)cc12)N1CCN(c2ncccn2)CC1	12.0%	i	-15.6	-1.1	-8.9%	i	-5.7%	9.0
O=C(NCc1ccccc1Br)c1ccc2c(c1)OCCO2	0.6%	i	0.1	-3.7	6.0%	-9.2%	-1.7%	-1.0
COC(=O)c1cn(NC(=O)c2cccc(F)c2)c(=O)c2ccccc12	2.4%	i	-9.8	0.3	0.1%	i	-2.4%	1.0
CCOc1ccc(-n2c(=O)cc(N3CCN(c4ccccc4)CC3)[nH]c2=O)cc1	0.8%	i	-4.0	-0.7	9.2%	i	0.9%	-22.6
OC(CNC1Cc2ccccc2C1)COc1ccc(Cl)cc1 (stereo not given)	6.1%	i	?	0.2	7.1%	4.2%	1.0%	-10.8
CCC(=O)N1CCCc2ccccc21	14.4%	i	-19.9	-3.1	-10.9%	i	-0.6%	0.0
Cn1c(C(=O)O)ccc1S(=O)(=O)N1CCCCCC1	3.1%	i	7.9	-4.7	3.3%	i	-0.4%	6.8
N#Cc1c2n(c3c(=O)n(Cc4ccccc4)cnc13)CCCC2	7.7%	i	-29.6	-2.3	-1.3%	i	-0.6%	-20.2
CCc1ccccc1NC(=S)NCC1CCN(c2ccc(OC)cc2)C1 (stereo not given)	15.2%	i	?	-0.6	13.5%	-72.8%[inhibitor]	-8.1%	-9.4
N#Cc1c(NC(=O)COC(=O)C2CC3C=CC2C3)oc(-c2ccccc2)c1-c1ccccc1 (stereo not given)	5.7%	i	?	-1.5	0.1%	-9.9%[57.5 µM]	-6.2%	-3.7
CCN(CC(=O)NC1CCS(=O)(=O)C1)S(=O)(=O)c1cc([N+](=O)[O-])ccc1C (stereo not given)	10.2%	i	19.0	-0.2	8.1%	i	-0.1%	9.3
CCCNCc1cc(OCC)c(OCC(N)=O)cc1Br	2.2%	i	31.9	0.4	7.3%	i	1.9%	7.8
COc1ccc(-c2cc(C(=O)Nc3c(C)n(C)n(-c4ccccc4)c3=O)c3ccccc3n2)cc1	5.8%	i	58.3	1.3	14.2%	i	-0.4%	-1.5
N/C(=N\OC(=O)Cc1ccc([N+](=O)[O-])cc1)c1cccc(Br)c1	7.7%	i	-16.7	1.1	-6.7%	i	-0.3%	5.5
NC(=O)CSc1nc2c(sc(=S)n2-c2ccccc2)c(=O)[nH]1	-1.3%	i	7.7	-7.6	0.3%	i	0.8%	8.2
Cc1c(C(=O)N2CCN(c3ccccc3F)CC2)oc2c1C(=O)CC(C)(C)C2	8.6%	nt	23.6	-0.8	-7.7%	-8.1%	-3.0%	0.0
CN(C)c1ccc(C(=S)N2CCN(S(=O)(=O)c3ccccc3)CC2)cc1	20.0%	nt	?	-3.1	11.3%	-17.9%	-0.8%	1.5
O=c1nc2c(-c3ccccc3F)n[nH]n2c2ccccc12	1.7%	i	5.8	0.9	3.1%	-19.2%	-0.4%	-6.7
Cc1cc(C)n(Cc2cccc(C(=O)N/N=C/c3ccncc3)c2)n1	3.8%	i	-1.4	-2.7	-6.2%	i	-6.2%	9.5
CCCCN(C(=O)c1cccs1)C1CCS(=O)(=O)C1 (stereo not given)	2.6%	i	-11.3	-3.5	11.7%	-15.9%	0.0%	3.4
CC(=O)Nc1ccccc1NC(=O)CN(C)S(=O)(=O)c1ccc(C)cc1	3.5%	i	-3.9	-3.2	5.2%	-6.3%	-0.5%	-0.1
CC1(C(=O)Nc2ccccc2)CCN1C(=O)C1(c2ccc(Cl)cc2)CC1 (stereo not given)	13.2%	i	-14.5	-0.2	12.1%	-40.0%[inhibitor]	nt	5.7
c1coc(-c2nc3c4c5c(sc4ncn3n2)CCCC5)c1	2.6%	i	4.0	-0.2	-4.3%	-0.7%	0.2%	2.4
COc1ccc(C(=O)N2CCCCCC2)cc1OC1CCN(C(C)C)CC1	-4.3%	i	7.0	1.8	10.6%	-21.9%	-3.1%	-1.0
COC(=O)c1ccc(N/C=C/C(=O)c2ccc(OC)c(OC)c2)cc1	-3.7%	i	17.8	0.0	13.6%	i	-1.7%	11.0
O=C(Cn1cncn1)NCc1ccc(Cl)cc1	7.0%	i	-11.0	2.0	-1.7%	i	0.8%	0.8
COc1cccc(CNC(=O)CCC2CCCN(c3cc(C)nc(N4CCCC4)n3)C2)c1 (stereo not given)	-1.5%	i	-6.8	-0.7	2.1%	-19.7%	-0.8%	-7.4
O=C(Nc1ccc(F)c(Cl)c1)c1ccc2nc([C@@H]3O[C@H](CO)[C@H](O)[C@H](O)[C@H]3O)[nH]c2c1	6.0%	i	10.6	-9.2	-7.6%	i	nt	1.4
CC(C)n1c(NCc2ccc(Cl)cc2)nc2ccccc21	1.0%	i	?	0.0	3.8%	-19.6%	3.1%	-9.4
COc1ccc(NC(=O)Nc2c(C)n(C)n(-c3ccccc3)c2=O)cc1OC	7.2%	i	-10.3	-3.1	-1.3%	-10.1%	1.1%	3.5
COc1ccc(CCNC(=O)CSc2ccc(Br)cc2)cc1OC	9.0%	i	12.2	-2.8	2.9%	i	2.5%	11.9
c1ccc(CN=C2NN=C(c3cc4ccccc4o3)CS2)cc1	-6.0%	i	-27.1	-0.1	-5.3%	-23.4%	-0.5%	5.1
CCN(CC(=O)Nc1c(F)cccc1F)C(=O)C1CCN(S(=O)(=O)c2ccc(C)cc2C)CC1	3.5%	i	2.4	-4.2	-4.0%	-7.5%	-0.7%	0.2
COc1ccc(C(=O)OCC(=O)NCCc2ccc(F)cc2)cc1S(=O)(=O)N1CCOCC1	-2.2%	i	3.8	-1.8	8.5%	i	-0.5%	-4.2
C=CC[N+](C)(C)CCN1C(=O)C2C(c3ccccc3)C=CC(c3ccccc3)C2C1=O (stereo not given)	-0.7%	i	2.9	-7.4	24.0%	i	0.3%	4.5
Cn1c(N2CCN(S(=O)(=O)c3ccc(F)cc3)CC2)nc2ccccc21	1.8%	i	-12.0	-1.7	8.3%	-34.6%[inhibitor]	-4.9%	2.5
O=C(Nc1ccc(OCc2ccccc2)cc1)Nc1ccccc1C(=O)NCCCN1CCOCC1	6.9%	i	-20.4	1.0	1.3%	-1.0%	3.6%	-6.5
CCCCCOc1ccc(C(C)(O)C(CN2CCOCC2)c2ccccc2)cc1 (stereo not given)	-1.1%	i	6.2	1.8	-23.2%	i	0.8%	-1.2
CCN(CC)CCNc1c2c(c(C#N)c3nc4ccccc4n13)CCCC2	16.3%	i	?	2.0	19.3%	i	0.5%	-3.4
CC1(Cc2ccccc2Cl)C(=O)Nc2c(Cl)cccc21 (stereo not given)	?	i	0.0	0.6	?	-53.1%[inhibitor]	nt	-15.2
c1cc2c(cc1-n1cnnn1)OCO2	2.8%	i	4.2	-1.9	11.4%	i	0.7%	14.9
